Compound activity as filed in PubChem.
MBD2 inh = inhibitors of human MBD2 binding to methylated oligonucleotide; TR-FRET; inhibition, % at 4.4 µM; AID 686964; 370,000 tested, 0.31% active; Q9UBB5; in the data active = inhibition above about 13%
TDP2 absorb = blocks human TDP2 phosphodiesterase activity. O95551. recombinant TDP2, T5PNP hydrolysis, p-nitrophenol absorbance 415 nm. inhibition, % at 12.8 µM. 370,000 tested, 0.34% active. AID 720702;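 active = inhibition above the mean of all tested compounds plus 3 SD, set per campaign, cut at about 25% in these data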;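 also: 0% = DMSO with enzyme and 100% = buffer with substrate but no TDP2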
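Incubation: 2 h at 37 °C; Test system: recombinant human TDP2; Quantity: enzyme 120 nM; Read-out basis: percent inhibition; Medium: 50 mM Tris-HCl pH 7.5 with Mg2+, KCl, DTT, BSA; Repeats: single replicate; Compound: 12.8 µM single point, 1% DMSO; Signal: epi absorbance; Reagent: 5 mM T5PNP chromogenic substrate; Benchmarks: no-enzyme high, DMSO-plus-enzyme low.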
PRMT1 inh = blocks human protein arginine methyltransferase 1. Q99873. recombinant PRMT1, activity-based probe fluorescence polarization. inhibition, % at 2.79 µM. 370,000 tested, 1.3% active. AID 652257;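 active = inhibition above about 21% made by adding two undisclosed values, limit read from the data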
TCR CD3 inh = blocks the human TCR-CD3 interaction; TAMRA-labeled TCR probe fluorescence, biochemical; 360,000 tested, 0.37% active; inhibition, % at 9.4 µM; AID 651800; in the data active = inhibition above about 19%;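 also: recombinant mutant TCR 2C K166C tagged with TAMRA read by polarization; 0% = receptor in buffer alone and 100% = receptor with positive control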
SIAE primary = inhibitors of human sialic acid acetylesterase SIAE. AID 1053197. Q9HAT2. inhibition, % at 9.66 µM. SIAE FP-Rh probe binding, fluorescence polarization. 370,000 tested, 0.69% active;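 active = inhibition above a cutoff: mean of compounds within the control limits plus 3 SD of those, cut at about 17% in these data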;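 also: 0% = plate median of compound wells and 100% = probe without SIAE protein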
DDE Tn7 FP inh = DD(E)-Tn7 binding inhibition, primary FP screen. inhibition, % at 8.3 µM. FP displacement of FITC-Tn7 peptide from fibrin DD(E); 0% = median of compound wells per plate. AID 720508. P02675. 370,000 tested, 0.13% active;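 active = inhibition above the mean of compounds falling within the control limits plus 3 SD of them, cut at about 14% in these data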;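 also: 0% = plate median of compound wells and 100% = 10 µM Aha-Tn7 peptide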
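system = human fibrin DD(E) protein | quantity = DD(E) 2 µM final | medium = Tris/NaCl/CaCl2 buffer, pH 7.8 | also added = labelled Tn7 tracer, 0.1 µM | compound dosing = single point at 8.3 µM | timing = compound with protein 10 min, then 3 h after probe, room temperature | signal = FP measurement | benchmarks = Aha-Tn7 high control | repeats = one replicate per compound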
LEDGF integ inh = blocks HIV-1 LEDGF/p75-dependent DNA integration | 370,000 tested, 0.64% active | inhibition, % at 3.7 µM | TR-FRET IN-LEDGF/p75 DNA integration, Eu/Cy5;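 active = inhibition above the screen-wide mean plus 3 SD, cut at about 13% in these data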;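 also: signal is the Cy5 over europium emission ratio at 671 and 618 nm; 0% = plate median of compound wells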
proKLK7 act = activates the human kallikrein-7 zymogen; purified proKLK7, EDANS-DABCYL substrate fluorescence; 100% is mature enzyme control, 0% vehicle; activation, % at 7 µM; AID 652039; P49862; 370,000 tested, 0.9% active;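 active = activation above the mean of all tested compounds plus 3 SD, computed per campaign excluding outliers beyond control limits, cut at about 13% in these data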
Target sequence (P49862 whole entry, looked up): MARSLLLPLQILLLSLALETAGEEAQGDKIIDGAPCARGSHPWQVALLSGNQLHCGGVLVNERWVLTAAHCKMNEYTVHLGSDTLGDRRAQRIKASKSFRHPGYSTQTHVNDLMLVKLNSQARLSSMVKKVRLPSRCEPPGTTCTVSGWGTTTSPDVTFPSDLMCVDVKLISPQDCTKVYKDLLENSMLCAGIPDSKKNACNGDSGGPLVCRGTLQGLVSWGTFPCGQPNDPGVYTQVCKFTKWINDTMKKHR
DDE Tn6 FP inh = inhibitors of Tn6 peptide binding to human fibrin DD(E) | Fibrin DD(E) TRITC-Tn6 fluorescence polarization displacement | inhibition, % at 8.3 µM | 370,000 tested, 0.21% active | AID 720509;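 active = inhibition above a per-campaign cutoff: mean of compounds within control limits plus 3 SD, cut at about 15% in these data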;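 also: 0% = median of all compound wells on the plate and 100% = blocking peptide control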
UHRF1 binding = UHRF1 methyl-DNA binding inhibition; UHRF1 binding to methylated oligo, TR-FRET; inhibition, % at 4.4 µM; Q96T88; 370,000 tested, 0.75% active; in the data active = inhibition above about 21%;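 also: UHRF1 SRA domain binding a hemimethylated CpG hairpin DNA probe; 0% = median of test compound wells and 100% = reference inhibitor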
Target sequence (Q96T88 whole entry, looked up, the tested form may be a part): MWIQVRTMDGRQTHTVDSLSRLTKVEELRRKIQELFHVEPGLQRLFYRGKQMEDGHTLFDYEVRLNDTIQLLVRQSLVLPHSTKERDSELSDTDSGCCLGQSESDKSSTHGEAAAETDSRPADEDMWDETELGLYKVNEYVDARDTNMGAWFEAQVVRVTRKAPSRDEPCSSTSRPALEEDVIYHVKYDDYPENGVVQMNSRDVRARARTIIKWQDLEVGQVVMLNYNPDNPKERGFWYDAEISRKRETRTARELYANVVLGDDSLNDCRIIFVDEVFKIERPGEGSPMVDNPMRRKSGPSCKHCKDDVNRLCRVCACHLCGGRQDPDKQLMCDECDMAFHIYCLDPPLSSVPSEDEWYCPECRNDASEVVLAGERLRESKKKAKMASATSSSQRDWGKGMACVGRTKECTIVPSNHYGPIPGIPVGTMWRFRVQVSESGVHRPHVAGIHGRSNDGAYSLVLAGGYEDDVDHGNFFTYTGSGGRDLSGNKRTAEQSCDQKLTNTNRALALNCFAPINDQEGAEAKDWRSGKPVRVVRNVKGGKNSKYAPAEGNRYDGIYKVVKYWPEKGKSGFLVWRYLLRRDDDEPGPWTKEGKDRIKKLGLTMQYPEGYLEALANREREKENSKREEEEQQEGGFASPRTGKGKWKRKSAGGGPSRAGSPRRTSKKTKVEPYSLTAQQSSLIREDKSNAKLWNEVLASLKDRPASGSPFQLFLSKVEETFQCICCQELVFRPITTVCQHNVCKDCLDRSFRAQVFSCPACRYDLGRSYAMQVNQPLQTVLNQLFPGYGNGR
* hit, by the source's call; / = no result given; & = joins results of further samples; ! = a repeat was not active.

SMILES,DDE Tn6 FP inh,MBD2 inh,SIAE primary,PRMT1 inh,UHRF1 binding,TDP2 absorb,LEDGF integ inh,TCR CD3 inh,proKLK7 act,DDE Tn7 FP inh
COc1ccc(C2=CC(=O)C[C@H](c3ccc(Cl)cc3)C2)cn1,-3,0,2,1,-3,6,4,2,-0.5,3
O=C(CSc1nnc2ccc(-c3ccccn3)nn12)NCC1CCCO1 (configuration not stated),-2,-6,1,-1,1,5,0,2,1.7,7
O=C(c1cccnc1)N1c2ccccc2Sc2ccccc21,0,3,-1,1,3,-4,-7,0,1.1,0
COc1ccc(N(CC(=O)N/N=C/c2cc(Br)c(C)o2)S(=O)(=O)c2ccc(NC(C)=O)cc2)cc1,6,0,-41,0,-3,-5,-1,8,-0.9,4
COc1cccc(/C(C#N)=C/c2c(-c3ccc(Cl)cc3)nc3c(C)cccn23)c1,10,-1,-5,1,1,-5,2,0,0.4,-10
CCN1C(=O)[C@H]2[C@@H](c3ccc(C)cc3)N3C(=O)N(c4cccc(Cl)c4)C(=O)[C@@]3(CC)[C@H]2C1=O,2,1,7,-2,-2,-1,-3,-3,0.1,-2
COc1ccc(-n2c(C)nn(C)c2=O)cc1,1,-3,-4,-3,5,-28,3,0,0.3,-3
CCSc1nc(C)c(CCOc2cccc(C)c2)c(=O)[nH]1,4,-2,-1,0,-1,1,-1,1,0.1,0
CCNC(=S)N1CCN(CC(=O)Nc2ccc(OC)cc2)CC1,-1,-6,-3,1,-1,2,-1,-6,0.2,2
O=C(Nc1ccc(Cl)cn1)c1cc2ccccc2o1,2,-5,-6,1,1,5,1,6,0.6,-4
COc1ccc(NC(=S)NCCCn2ccnc2)cc1,-1,0,4,0,12,7,3,-2,0.7,-9
COc1ccc(NC(=O)CS(=O)(=O)c2cn(CC(=O)N3CCOCC3)c3ccccc23)cc1,-6,6,4,-1,4,-7,3,-7,0.4,2
Cc1ccc2nc(N3C(=O)C(O)=C(C(=O)c4ccc(C)o4)C3c3ccc(O)cc3)sc2c1 (configuration not stated),-16,1,-14,13,-2,6,1,-8,-0.2,-7
CCOC(=O)C1CCN(C(=O)c2c(-c3ccccc3)noc2C)CC1,0,-4,0,-2,-1,10,1,-2,0.1,1
CCc1ccc(-c2nc(SCC(=O)N(CC)C3CCS(=O)(=O)C3)n[nH]2)cc1 (configuration not stated),-2,-4,11,0,-2,0,0,-8,-0.1,1
Cc1nc2ncccn2c1-c1csc(Nc2cccc(C(=O)O)c2)n1,-5,-5,-1,-2,-1,9,-5,-2,-2.2,0
CCOC(=O)N1CCN(C(=O)c2cnn3c(C(F)F)cc(-c4ccc(C)cc4)nc23)CC1,-4,-4,1,1,-1,5,1,3,-1.0,-2
Cc1cc(C)c2c(N)c(S(=O)(=O)c3ccccc3)sc2n1,-2,0,-3,-1,1,-4,-1,9,0.5,2
CCn1cc(C(=O)O)c(=O)c2cc(F)c(N3CCN(C(=S)NC(=O)c4ccc(F)c(F)c4)CC3)cc21,-3,3,3,1,-1,3,-2,1,-1.8,-2
Cc1cccc(COc2ccccc2C(=O)N(C)CC(=O)Nc2cccc(F)c2)c1,-2,-2,-10,-2,2,-11,5,-8,0.2,-5
O=C(NCCc1ccc(C(F)(F)F)cc1)C1CCC(=O)N(CCCc2ccccc2)C1 (configuration not stated),5,-7,4,-2,-1,-5,0,-4,0.0,2
Cc1cc(N2CCC(C)CC2)nc2ccc(N3C(=O)CCC3=O)cc12,0,0,1,-2,0,-7,-3,7,8.9,0
Oc1ccc(Cl)cc1C=Nc1ccccc1Br,4,-8,-7,-2,1,5,3,10,-0.3,-5
CCc1nc(-c2cc3ccc(C)cc3[nH]c2=O)no1,-2,-8,-1,-1,-5,0,3,6,1.3,-6
CCOC(=O)C1=CN(Cc2cccc(-c3cccnc3)c2)S(=O)(=O)N(CC)C1C (configuration not stated),-3,-2,-1,2,-1,-7,1,0,0.3,2
CCN(C(=O)C(C)Sc1nnc(-c2ccncc2)n1C)C1CCCCC1 (configuration not stated),0,2,9,4,1,-9,-3,-9,-0.2,3
COc1ccc(C(CNC(=O)c2ccc(-c3cccc(C(F)(F)F)c3)o2)N2CCOCC2)cc1 (configuration not stated),-1,1,-4,1,0,20,0,7,-0.1,7
CC(C)c1ccc(NC(=O)NCc2cccnc2)cc1,2,-2,-3,-3,-1,0,1,-1,-0.5,-4
N#Cc1ccc(N/N=C/c2cn(-c3ccccc3)nc2-c2ccccc2)c([N+](=O)[O-])c1,0,-2,1,-1,0,9,0,4,-0.4,-2
CC(=O)N(c1ccc(C)cc1)S(=O)(=O)c1ccc(Cl)cc1,-5,4,-5,1,5,1,-3,-1,0.1,0
COCc1cc(C)nc2sc(C(=O)NC3CCCCC3)c(N)c12,9,-5,2,-2,1,7,1,-1,2.0,6
O=C(NCCCN1CCCC1)c1ccc2c(Cl)c3c(nc2c1)CCCC3,-2,-3,7,-3,-7,2,3,-2,-0.2,-2
Cc1nn2c3cc(N4CCOCC4)ccc3nc2c2ccccc12,-5,3,3,0,4,-10,-3,-3,-1.1,-1
O=C(NCC1(N2CCOCC2)CCCCC1)c1cccc(S(=O)(=O)N2CCc3ccccc3C2)c1,3,-5,-3,-1,-1,2,0,3,-0.1,1
CCCN(CC1CC1)C(=S)NC(=O)C1CC1,-7,0,-1,-1,0,10,3,-1,0.0,-3
C=CCn1c(SC)nnc1C1COc2ccccc2O1 (configuration not stated),0,-1,11,-2,-1,2,-2,-5,-0.1,0
Cc1cc(C)n(-c2nc3sc4c(c3c3nnc(SCC(N)=O)n23)CC(C)(C)OC4)n1,1,-1,2,1,-2,1,0,-1,4.4,-3
COc1ccccc1C(=O)O/N=C(\N)c1ccc(Cl)cc1,1,0,-6,0,-1,-13,-5,2,0.0,-1
NC(=O)c1csc(CCNC(=O)c2ccccc2)n1,-4,-2,-2,-4,-1,2,3,1,0.0,-2
O=C(COc1ccc(/C=N/NC(=O)c2ccccc2O)cc1)Nc1ccccc1,9,0,-10,4,2,-8,-3,-7,-1.0,2
Cc1ccc(CCN2CCN=C2N(C)C)cc1,2,-6,0,-4,3,-14,-1,1,-0.4,-12
COc1ccc(Cc2nn3c(Cn4nnc5ccccc54)nnc3s2)cc1,10,2,10,-4,-2,-1,1,2,-0.2,6
COc1ccc2c(c1)CCc1c-2nc2ccccc2c1N1CCOCC1,-4,2,-3,4,2,6,-4,-5,0.5,-5
COc1ccccc1CNC(=O)COc1ccc(C)nc1[N+](=O)[O-],-1,-4,1,-4,-3,2,7,0,-1.1,-1
Cc1cc(C)cc(-n2ccnc2SCC(=O)Nc2ccc3c(c2)OCCO3)c1,7,-1,2,1,3,-11,0,4,0.2,-6

One compound at a time, as listed above. Order of values: DDE Tn6 FP inh | MBD2 inh | SIAE primary | PRMT1 inh | UHRF1 binding | TDP2 absorb | LEDGF integ inh | TCR CD3 inh | proKLK7 act | DDE Tn7 FP inh
COc1ccc2c(c1)CCc1c-2nc2ccccc2c1N1CCOCC1 is listed as -4 | 2 | -3 | 4 | 2 | 6 | -4 | -5 | 0.5 | -5
O=C(COc1ccc(/C=N/NC(=O)c2ccccc2O)cc1)Nc1ccccc1 is listed as 9 | 0 | -10 | 4 | 2 | -8 | -3 | -7 | -1.0 | 2
NC(=O)c1csc(CCNC(=O)c2ccccc2)n1 is listed as -4 | -2 | -2 | -4 | -1 | 2 | 3 | 1 | 0.0 | -2

Next section.
SMILES,DDE Tn6 FP inh,MBD2 inh,SIAE primary,PRMT1 inh,UHRF1 binding,TDP2 absorb,LEDGF integ inh,TCR CD3 inh,proKLK7 act,DDE Tn7 FP inh
CN(Cc1ccccc1)S(=O)(=O)c1cccc(C(=O)OCc2ccccc2)c1,-5,-3,2,1,0,4,2,/,1.0,-2
CCN(CCS(=O)(=O)c1ccc(Br)cc1)Cc1nc2ccccc2c(=O)[nH]1,0,4,10,-2,-1,1,0,0,-0.8,9
Nn1c(SCC(=O)Nc2ccccc2F)nnc1-c1cccnc1,0,4,7,2,1,-6,1,5,0.1,7
CCN(CC)C(=O)CSc1ncnc2sccc12,1,6,3,-1,10,-1,0,10,-0.2,-8
CCOC(=O)c1ccc2[nH]c3c(c2c1)CCCC3C(=O)OCC (configuration not stated),-5,0,8,0,-4,5,1,-1,1.7,-1
COc1ccc(CC(=O)NNC(=O)c2ccc(Br)s2)cc1OC,3,2,-1,3,0,8,-2,-2,-0.4,10
Cc1ccc(Cl)cc1NC(=S)N(C)N,-4,0,-1,1,-2,1,-1,0,-0.2,5
CCOc1ccc(CN2CCN(Cc3cccn3-c3ncccn3)CC2CCO)cc1 (configuration not stated),2,2,-4,-1,4,18,-5,-5,0.4,0
CN(C)CCNC=C(C(=O)Nc1ccc(Cl)cc1Cl)C(=O)Nc1ccc(Cl)cc1Cl,-5,7,-17,1,4,-2,-4,-2,0.1,2
CC(=O)Oc1ccc(N2C(=O)C3C4C=CC(C5CC45)C3C2=O)cc1[N+](=O)[O-] (configuration not stated),3,0,5,-2,1,2,0,5,0.0,-8
CN(c1ccc(OCC(=O)OCC(=O)Nc2ccccc2F)cc1)S(=O)(=O)c1cccs1,3,-6,-3,3,-2,7,1,7,-1.2,6
O=C(NC1CCCN(Cc2ccc(Cl)cc2)C1)c1cccc(F)c1 (configuration not stated),-2,0,-2,0,-2,9,7,5,0.1,9
Cc1ccc(C2CCC3(CCC(=O)N3CCO)CC2)cc1 (configuration not stated),20*!,2&-5,0&1,-3&2,2&-4,1&-1,3&-2,/,0.0&0.1,1&5
COc1ccc(CN(C)C(=O)[C@H](Cc2ccccc2)NC(=O)c2ccco2)c(OC)c1,-7,2,2,5,1,2,-7,-5,-0.1,6
CCOC(=O)C1CCCN(C(=O)c2ccc3oc(CCc4ccccc4)nc3c2)C1 (configuration not stated),-6,2,3,2,1,0,0,3,-0.3,3
CC1(C)Cc2c(C#N)c(OCC(=O)c3ccc(Cl)cc3)nc(-c3ccoc3)c2CO1,-3,2,1,1,0,4,-1,10,0.0,-1
COc1ccc(C(C)(C)C)cc1NC(=O)c1cc(S(=O)(=O)N(C)C)ccc1N1CCCC1,-9,-2,1,0,-2,3,-1,-3,-2.0,1
Cc1occc1C(=O)NNC(=O)COc1ccc(Br)cc1Br,2,3,-3,1,4,-10,2,3,0.1,-2
CCOc1cc(C(N)=O)cc(Br)c1OC,3,-6,10,1,1,-2,-1,3,0.0,7

No enrichment for hits (roughly 4.6% active in at least one column).
